High-throughput results: PubChem, several laboratories
PfHsp90 yeast 2 – inhibits growth of yeast expressing Plasmodium falciparum Hsp90; S. cerevisiae expressing PfHsp90, BacTiter-Glo ATP, 48 h; yeast lacking PDR1 and PDR3 efflux regulators; inhibition, % at 9.4 µM; 310,000 tested, 0.32% active; AID 504621;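 active means every replicate shows inhibition above about 80%, whatever the replicate mean, limit read from the data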;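 further: 0% = DMSO neutral controls and 100% = 20 µM radicicol positive controls; yeast relying on Plasmodium falciparum Hsp90 in place of its own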
AddAB inh – less growth of phage-infected E. coli with AddAB. E. coli expressing H. pylori AddAB, absorbance growth. inhibition, % at 11.9 µM. 330,000 tested, 0.29% active. AID 435030; in the data active means inhibition above about 12%;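 further: 0% = vehicle wells of infected cells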
Pemphigus Ab inh – human desmoglein-3 autoantibody binding inhibition | P32926 | DSG3-coupled beads, scFv-anti-DSG3-GFP binding, flow cytometry; active compounds read low | binding (percent of control), % at 10 µM | 310,000 tested, 0.48% active | AID 588358;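 active means binding more than 3 SD below its plate's average and above zero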;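 further: hits lower antibody fragment binding to DSG3; some compounds called inactive have numbers as strong as hits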
HTR5A inv ag – counter-screen for OPRM1-OPRD1 inverse agonists: human HTR5A inverse agonism; AID 504634; 340,000 tested, 0.083% active; HTR5A cell line, luminescence; P47898; inhibition, % at 9.3 µM; in the data active means inhibition mostly above about 23%, no sharp cut-off; inactive means mostly below about 18%;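 further: 0% = cells with DMSO and 100% = no-cell wells with DMSO; some compounds called inactive have numbers as strong as hits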
HTR5A ag – activates human HTR5A in OPRM1-OPRD1 agonist counter-screen | P47898 | AID 504692 | activation, % at 9.3 µM | 340,000 tested, 0.61% active | HTR5A agonist assay, luminescence, cell-based; in the data active means activation mostly above about 9.5%, no sharp cut-off; inactive means mostly below about 7.6%;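 further: 0% = cells with vehicle only and 100% = reference agonist; strong numbers were not always called active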
PKA-R1A act – activates the PKA-R1A holoenzyme complex | 340,000 tested, 0.083% active | PKA-R1A dissociation, Cy5-IP20 fluorescence polarization; scaled: DMSO 0%, 113 µM cGMP 100% | P00514+P68181 | AID 504707 | activation, % at 11.4 µM;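 active means percent activation above the mean of all tested compounds plus 3 SD, cut at about 19% in these data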;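 further: higher means more PKAc released from R1A so a rise in polarization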
E coli growth – counter-screen for AddAB inhibitors: E. coli growth inhibition | E. coli V3065 growth, OD600 absorbance, 18 h | inhibition, % at 11.9 µM | 330,000 tested, 0.27% active | AID 449728;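 active means inhibition above the campaign's mean inhibition across all tested compounds plus 3 SD, cut at about 9.9% in these data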;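 further: uninfected addAB+ strain grown without phage in ampicillin broth; 0% = DMSO wells and 100% = ciprofloxacin 0.95 µg/ml wells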
MOR-DOR ag – OPRM1-OPRD1 heterodimerization agonism | P35372+P41143 | cells, luminescence | activation, % at 9.3 µM | 340,000 tested, 0.3% active | AID 504326; in the data active means activation above about 18%;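 further: 0% = vehicle-treated cells and 100% = reference agonist; values of inactives mirror those of a sister screen read the other way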
Target sequence (P35372 whole entry, looked up): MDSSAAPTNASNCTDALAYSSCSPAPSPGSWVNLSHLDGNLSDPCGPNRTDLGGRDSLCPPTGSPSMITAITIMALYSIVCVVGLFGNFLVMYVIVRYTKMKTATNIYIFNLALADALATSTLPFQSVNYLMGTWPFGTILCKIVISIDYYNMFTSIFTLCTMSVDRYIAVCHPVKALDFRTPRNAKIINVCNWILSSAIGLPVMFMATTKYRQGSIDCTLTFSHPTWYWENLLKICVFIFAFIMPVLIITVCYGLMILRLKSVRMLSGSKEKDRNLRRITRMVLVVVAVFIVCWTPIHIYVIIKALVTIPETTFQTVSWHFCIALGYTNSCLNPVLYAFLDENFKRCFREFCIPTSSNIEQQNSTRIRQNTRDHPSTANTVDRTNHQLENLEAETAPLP
Target sequence (P41143 whole entry, looked up): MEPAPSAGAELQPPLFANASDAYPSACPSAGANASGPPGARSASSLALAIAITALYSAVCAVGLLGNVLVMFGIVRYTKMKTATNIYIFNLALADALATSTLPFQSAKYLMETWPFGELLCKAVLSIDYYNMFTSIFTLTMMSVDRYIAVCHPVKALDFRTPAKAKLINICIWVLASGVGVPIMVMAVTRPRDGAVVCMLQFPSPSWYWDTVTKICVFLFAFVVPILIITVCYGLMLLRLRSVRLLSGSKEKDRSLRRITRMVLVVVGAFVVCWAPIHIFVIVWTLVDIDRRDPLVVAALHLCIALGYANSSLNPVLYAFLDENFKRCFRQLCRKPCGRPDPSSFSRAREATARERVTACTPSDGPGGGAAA
SUMO Mot1 rescue – blocks SUMOylation pathway, rescuing yeast Mot1-301 growth | 320,000 tested, 1% active | growth rescue, % at 18.8 µM | S. cerevisiae Mot1-301 growth rescue, ATP luminescence, 38.5C; percent above DMSO median, 100 means doubled;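 active means every valid replicate shows activation above 250% relative to neutral control wells; inactive means the rest, any valid replicate at or below 250%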;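 further: OY570 slx delta 5 strain wells were the positive control but not used for scaling; some compounds called inactive have numbers as strong as hits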
phage Ecoli inh – E. coli growth loss with phage present; 360,000 tested, 0.26% active; AID 651602; inhibition, % at 11.9 µM; growth absorbance; in the data active means inhibition above about 11%
OPRM1-OPRD1 inv – inverse agonist of human OPRM1-OPRD1 heterodimerization | 340,000 tested, 0.21% active | inhibition, % at 9.3 µM | cell-based MOR-DOR heterodimer luminescence, inverse agonism | P35372+P41143; in the data active means inhibition above about 22%, passing the limit was not always enough;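 further: 0% = cells with DMSO and 100% = wells without cells with DMSO; values of inactives mirror those of a sister screen read the other way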
The depositor's hits bear a star; · = no result given. Hits appear at their usual frequency (roughly 3.2% active in at least one column).

SMILES | PfHsp90 yeast 2 | AddAB inh | Pemphigus Ab inh | HTR5A inv ag | HTR5A ag | PKA-R1A act | E coli growth | MOR-DOR ag | SUMO Mot1 rescue | phage Ecoli inh | OPRM1-OPRD1 inv
Cc1cccc(NC2(C(F)(F)F)N=C3SCCN3C2=O)n1 (stereo not given) | -1 | 1.6 | 97 | 11 | 6 | 7 | -1.6 | -1.2 | 45 | 1.6 | 7
Cc1ncc(NS(=O)(=O)c2ccc(N)cc2)nc1C | -21 | · | 95 | 5 | -1 | 9 | · | -1.2 | · | 5.7 | 6
O=C(NCc1ccco1)c1ccc(COc2ccccc2[N+](=O)[O-])o1 | 2 | 2.7 | 109 | 19 | -7 | -18 | 2.5 | 1.9 | -10 | 5.1 | -8
O=C1C(C23CC4CC(CC(C4)C2)C3)C(=O)N(c2ccccc2)N1c1ccccc1 | -9 | 1.4 | 100 | -9 | 3 | -13 | -0.2 | -1.6 | -5 | 2.0 | 9
COc1ccc(C[C@H]2CN3C(=NC[C@@H]3Cc3ccccc3)N2CCNC(=O)c2ccc(C)c(Br)c2)cc1 | -6 | 3.9 | 106 | 1 | 8 | -3 | 4.0 | 22* | -11 | · | -126
COc1cc2c(cc1OC)CN(C(=O)CCN1C(=O)C3CCCCC3C1=O)CC2 (stereo not given) | 9 | 3.4 | 113 | 15 | 5 | -7 | -1.4 | -0.5 | -7 | 4.6 | 2
Cc1cccc(N2CCN(C(=O)C3CCN(c4ncnc5c4nc4n5CCCCC4)CC3)CC2)c1C | -77 | 3.5 | · | -1 | 1 | -3 | -0.6 | -1.1 | -9 | -0.9 | 6
COc1ccc(CNS(=O)(=O)c2cc(-c3cc(C)no3)ccc2C(C)C)cc1 | 3 | 1.5 | 100 | -6 | 1 | 3 | -0.8 | 3.4 | -16 | 1.6 | -18
CCC(C)NS(=O)(=O)c1ccc(OCC(=O)NCc2ccccn2)cc1 (stereo not given) | 23 | -1.4 | 105 | -14 | 5 | 0 | -4.9 | -4.0 | 4 | 3.2 | 21
CN(C1CCS(=O)(=O)C1)S(=O)(=O)c1ccccc1[N+](=O)[O-] (stereo not given) | -13 | 2.3 | 94 | -31 | 11* | -10 | -0.6 | -0.1 | -2 | 5.2 | 1
CCCCCCn1c(N2CCN(c3ccccc3)CC2)nc2c1c(=O)[nH]c(=O)n2C | -20 | -0.8 | 105 | -23 | 1 | 4 | -0.8 | 3.5 | -16 | 1.4 | -20
COc1ccc(NC(=O)C2CCCN(c3nc(C)cc(C)n3)C2)cc1 (stereo not given) | -29 | 2.5 | 101 | 28 | -4 | 6 | -0.5 | 1.4 | -17 | 3.4 | -7
CC(C)(C)NC(=O)c1ccc2c(c1)N(CC(=O)N1CCCC1)C(=O)C(C)(C)O2 | 11 | 1.9 | 102 | 17 | -5 | -8 | -1.7 | 0.0 | -16 | -0.4 | 0
CC1(C)Cc2c(sc(/N=C/N3CCCC3)c2C#N)C(C)(C)N1 | -14 | 0.3 | 100 | -1 | -2 | 3 | 0.6 | -1.6 | 1 | 1.1 | 9
Cc1ccc(-n2nc(C)c(/C=N/n3c(C)n[nH]c3=S)c2Cl)cc1 | -23 | 1.7 | 108 | 16 | -1 | -4 | 0.9 | 8.8 | · | 3.6 | -48
O=C(COc1ccc2ccccc2c1)NNC(=O)Cc1ccccc1 | 27 | -0.5 | 100 | 6 | 4 | -1 | 2.3 | -1.2 | -3 | 3.0 | 6
CCCNC(=O)C1CC(c2ccccc2[N+](=O)[O-])=NO1 (stereo not given) | -2 | 3.4 | 104 | -8 | 4 | 0 | -1.2 | 0.5 | -15 | 2.1 | -3
CCOC(=O)CC(=O)N/N=C/c1c(N)n(C)c(=O)n(C)c1=O | -28 | 5.6 | 97 | -5 | 3 | 5 | 3.1 | -1.2 | -8 | 4.9 | 6
COc1ccc(C(=O)COC(=O)c2ccc(N(C)C)cc2)cc1 | · | 1.5 | 118 | 21 | -5 | -15 | 0.1 | 0.4 | · | 2.9 | -2
Cc1cc(C)c(C)c(S(=O)(=O)N2C(=S)NC(=O)C2C(C)C)c1C (stereo not given) | 10 | 2.4 | 110 | 12 | -1 | -1 | -1.2 | -2.0 | 324 | 1.1 | 8
COc1ccc(N2CCN(Cc3ccc(Br)s3)CC2)cc1 | 5 | 3.0 | 97 | -3 | 3 | 2 | -0.4 | 2.9 | 39 | -2.3 | -17
O=C(NC(=S)NC1CCCC1)c1ccccc1 | -21 | 2.8 | 109 | 10 | -1 | 2 | 4.0 | -1.4 | -3 | 0.9 | 5
Cc1ccc(S(=O)(=O)CCC(=O)OCC(=O)Nc2ncc(Cl)cc2Cl)cc1 | · | 2.1 | · | -13 | 1 | 10 | -0.9 | -2.4 | 8 | 2.6 | 14
CCCC(C(=O)NC(C)(C)C)N(Cc1ccc(F)cc1)C(=O)c1snc(C(N)=O)c1N (stereo not given) | -15 | 1.0 | 106 | -29 | -3 | -7 | 3.0 | -1.3 | -13 | -1.0 | 7
COC(=O)N/N=C/c1cccc(OCCSc2ccc(Cl)cc2)c1 | -23 | 3.1 | 103 | 15 | -6 | -14 | -1.3 | 1.5 | -6 | 3.5 | -9
O=c1[nH]c2ccc(S(=O)(=O)N3CCN(Cc4ccccc4)CC3)cc2[nH]c1=O | · | 1.9 | 92 | -21 | 1 | 2 | -0.5 | 0.7 | -3 | · | -4
CCOC(=O)c1sc(=S)[nH]c1C | 3 | · | · | -4 | 1 | 1 | · | -3.1 | · | 1.7 | 15
O=c1[nH]c2cccnc2c2ccsc12 | -26 | -1.5 | 96 | 8 | 2 | 3 | -0.7 | 0.3 | 77 | 0.8 | -1
O=C(CNS(=O)(=O)c1ccccc1)NCc1ccco1 | 20 | 1.7 | · | -11 | -2 | 0 | -1.6 | -0.8 | -19 | -1.0 | 5
CCOC(=O)C1=C(COC(=O)c2cccnc2SC)NC(=O)NC1C (stereo not given) | · | 2.7 | 100 | 0 | 0 | 0 | 1.9 | -4.0 | -8 | 6.3 | 16
O=C(COc1nsnc1N1CCOCC1)Nc1ccc(Br)cc1 | -15 | 1.0 | · | -7 | -1 | -5 | -1.3 | 1.1 | 4 | 0.5 | -7
CCOC(=O)COc1nc(-c2ccc(C)cc2)cc(-c2ccco2)c1C#N | -12 | 2.5 | · | -9 | 1 | 3 | 1.5 | 0.4 | 400* | -0.1 | -2
CC(=O)Nc1ccc(CN2CCC(n3nccc3NC(=O)CCc3ccccc3)CC2)cc1 | 25 | -0.2 | 91 | 5 | 5 | -11 | 0.5 | 7.4 | -11 | -0.9 | -37
CC(C)(Oc1ccc(Cl)cc1)C(=O)NC1CCSC1=O (stereo not given) | 5 | 1.1 | 100 | 7 | 3 | 5 | 2.3 | 1.6 | 6 | · | -9
COC(CNC(=O)c1cc(C(=O)c2c(-c3c(Cl)cccc3Cl)noc2C)c[nH]1)OC | -18 | 2.5 | 105 | 9 | -3 | -1 | 1.3 | -1.1 | -15 | 2.5 | 6
Cc1cccc(N2C(=O)CC(N3CCN(Cc4ccc5c(c4)OCO5)CC3)C2=O)c1 (stereo not given) | 10 | -1.2 | 104 | -20 | 5 | -2 | 1.4 | -0.6 | 36 | 3.3 | 3
Cc1ccc(SCC(=O)NC(=O)NCc2ccccc2)c(C)c1 | -38 | 2.4 | 112 | -10 | 2 | 1 | 0.4 | 2.5 | -20 | 3.0 | -13
CNc1c([N+](=O)[O-])cnn1-c1ccc(Cl)cc1 | 15 | 4.1 | 104 | -16 | 6 | -5 | -0.4 | -1.2 | -3 | 3.8 | 5
CCn1c(CNc2ccc(OC)cc2)nnc1SCC(=O)Nc1ccc(F)cc1 | 15 | 2.9 | 101 | -1 | 4 | -7 | -1.7 | -0.3 | 61 | 3.9 | 2
CC(=O)c1c(C)[nH]c(C(=O)OCc2ccccc2)c1C | 9 | 1.9 | 112 | -17 | -4 | -11 | 1.5 | -0.9 | 184 | 4.4 | 4
CCn1nc(NC(=O)C(C)(C)C)c2cc3cccc(C)c3nc21 | 10 | -1.2 | 115 | 0 | 0 | -10 | 1.8 | 0.9 | 3 | 3.1 | -4
COc1cc(OC)cc(C(=O)NNC(=O)c2nn(C)c(=O)c3ccccc23)c1 | 3 | 1.4 | 96 | 20 | -5 | 0 | 0.7 | -2.6 | -3 | 4.1 | 11
O=Cc1c(NCc2ccccc2Cl)c2ccccc2[nH]c1=O | 3 | -1.0 | 107 | -10 | 3 | -1 | -0.4 | -1.0 | 6 | 1.3 | 5
CCOC(=O)c1nn(-c2ccccc2)c(C(=O)OCC)c1N | -2 | -2.0 | 105 | -10 | 1 | 1 | 1.1 | -2.3 | -14 | 3.7 | 13
CC1C(=O)N2CCCc3cc(NC(=O)c4ccccc4F)cc1c32 (stereo not given) | · | -1.3 | 97 | -9 | 3 | -6 | -1.4 | -0.8 | 4 | 0.6 | 5
Cc1ccc2c(c1)c(C)cc[n+]2Cc1ccccc1 | -1 | 4.4 | 97 | 2 | 2 | 3 | 0.3 | -0.9 | 14 | 4.3 | 5
Cc1ccc2nc(-c3ccccc3)c(CN3CCOCC3)n2c1 | 27 | -0.2 | 100 | 0 | 0 | -19 | 1.1 | -3.8 | · | 0.4 | 18
O=C(Nc1ccc(OC(F)F)cc1)c1ncc(Cl)c(Cl)c1Cl | -7 | 0.8 | 113 | 7 | -3 | -9 | -3.8 | 0.0 | 28 | -1.1 | 0
CCN(CC(=O)Nc1cccc(OC)c1)C(=O)c1cnc(Cl)c(Cl)c1 | -44 | 1.2 | 106 | -6 | -3 | 0 | -0.1 | 0.9 | -9 | 2.0 | -7
O=C(NNC(=O)C1CCCC1)c1ccccc1F | 12 | 1.4 | 98 | 4 | -2 | 7 | 0.1 | -2.0 | -5 | 0.6 | 11

Carrying on:
SMILES | PfHsp90 yeast 2 | AddAB inh | Pemphigus Ab inh | HTR5A inv ag | HTR5A ag | PKA-R1A act | E coli growth | MOR-DOR ag | SUMO Mot1 rescue | phage Ecoli inh | OPRM1-OPRD1 inv
N#CC1=C(N)N2C(=C(C#N)C13CCCC3)Nc1ccccc12 | 16 | 2.5 | 97 | -5 | 1 | 2 | 1.3 | 1.7 | 7 | 3.3 | -9
COc1ccc(OC)c(-c2cc(C3CCN(C(=O)OC(C)(C)C)CC3)[nH]n2)c1 | 15 | -1.7 | 104 | -3 | 1 | 5 | -0.2 | -0.1 | 8 | -0.9 | 0
O=C(c1ccc(Cl)cc1)N1CCN(c2cc(=O)[nH]nc2-c2ccccc2)CC1 | -10 | 2.5 | · | -14 | 8 | 1 | 0.2 | -2.4 | · | 2.6 | 12
O=C(N/N=C/c1c[nH]c2ccccc12)c1[nH]c2ccc(Br)cc2c1-c1ccccc1 | -2 | · | 80 | 7 | -3 | -5 | · | 0.5 | · | 2.1 | -3
